Compound activity from PubChem BioAssay.
Shiga toxin inh: inhibitors of Shiga toxin in Vero cells; Vero cells, Shiga toxin protein synthesis inhibition reporter; inhibition, % at 38.7 µM; 290,000 compounds, 9.2% hits; in the data active = inhibition mostly above about 28%, no sharp cut-off; inactive = mostly below about 43%; also: 0% is about no effect
AmpC detergent: blocks E. coli AmpC beta-lactamase in detergent assay; P00811; AmpC hydrolysis of nitrocefin, absorbance 480 nm, 0.01% Triton; Potency, µM (series often up to 114 µM), inactives show at the highest dose activity change, negative = inhibition, hits mostly inhibitors; 370,000 compounds, 0.041% hits; AID 485294;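 also: potency is read from the fitted curve at half-maximal effect; 0% = no-compound wells and -100% = no-enzyme wells; nearly all actives have a fitted effect of over 25% in size; some results filed as inactive show a strong effect at the top dose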
Target sequence (P00811 whole entry, looked up): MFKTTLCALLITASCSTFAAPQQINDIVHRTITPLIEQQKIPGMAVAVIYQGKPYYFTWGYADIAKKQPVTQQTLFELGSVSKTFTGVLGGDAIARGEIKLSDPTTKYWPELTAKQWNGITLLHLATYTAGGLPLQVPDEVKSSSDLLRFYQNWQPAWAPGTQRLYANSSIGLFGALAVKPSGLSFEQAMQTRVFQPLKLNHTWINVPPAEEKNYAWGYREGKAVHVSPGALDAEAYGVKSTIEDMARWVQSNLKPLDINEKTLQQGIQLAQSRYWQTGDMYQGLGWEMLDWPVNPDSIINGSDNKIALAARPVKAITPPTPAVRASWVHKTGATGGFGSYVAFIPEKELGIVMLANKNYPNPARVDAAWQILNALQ
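AmpC (5.3 nM in the dispensed reagent) in 20 mM phosphate pH 7.0 with 0.01% (detergent screen) or 0.0001% Triton X-100 was preincubated with compounds for 15 min at room temperature. Nitrocefin was then added from an 800 uM solution, and hydrolysis was followed at 480 nm.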
AMA1-RON2 inh: AMA1-RON2 (P. falciparum) interaction inhibition; AlphaScreen AMA1-biotinylated RON2 peptide binding; Potency, µM (top dose mostly 58.2 µM), inactives show top-dose activity change, negative = inhibition, most hits filed as inhibitors; 360,000 compounds, 0.2% hits;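 also: potency is read from the fitted curve at half-maximal effect; 0% = vehicle wells and -100% = peptide control; nearly all actives have a fitted effect of over 45% in size; some results filed as inactive show a strong effect at the top dose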
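AMA1 (3D7) with his tag at 25 nM final met compounds first, then biotinylated RON2 peptide at 25 nM; detection used donor plus acceptor beads, 10 µg/mL apiece, read by AlphaScreen after 30 min at room temperature.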
FBPA Giardia inh: Giardia lamblia aldolase inhibition; purified Giardia FBPA; Potency, µM (titrated, usually from 59.6 µM), for inactives: at the top dose activity, negative = inhibition, most hits filed as inhibitors; 290,000 compounds, 0.71% hits; AID 2451; also: potency is read from the fitted curve at half-maximal effect; % is scaled to controls: 0 for no effect and ±100 for the full control effect; nearly all actives have a fitted effect of over 55% in size
Target sequence (A8B2U2 whole entry, looked up): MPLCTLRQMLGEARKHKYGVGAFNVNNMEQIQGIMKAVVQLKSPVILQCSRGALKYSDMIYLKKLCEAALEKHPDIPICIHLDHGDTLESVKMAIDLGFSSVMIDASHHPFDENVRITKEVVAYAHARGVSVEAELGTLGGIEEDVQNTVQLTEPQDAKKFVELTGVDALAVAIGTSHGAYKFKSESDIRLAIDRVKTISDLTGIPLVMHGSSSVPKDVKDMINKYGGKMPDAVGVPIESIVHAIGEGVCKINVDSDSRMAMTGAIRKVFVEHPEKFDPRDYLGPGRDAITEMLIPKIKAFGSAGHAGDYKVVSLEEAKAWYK
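40 nM FBPA preincubated 10 min at RT with compound (up to 57.5 uM final), then substrate plus GAPDH/TPI/NAD/arsenate coupling and diaphorase/resazurin added. Fluorescence read after 20 min at RT, 525/598 nm.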
AmpC no deterg: inhibitors of E. coli AmpC beta-lactamase without detergent; P00811; AmpC nitrocefin hydrolysis, absorbance 480 nm, 0.0001% Triton; Potency, µM (top dose mostly 57.1 µM), without a hit: top-dose activity change, negative = inhibition, hits mostly inhibitors; 330,000 compounds, 0.52% hits;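 also: potency is read from the fitted curve at half-maximal effect; plate controls were no compound for no effect and no enzyme for full effect; nearly all actives have a fitted effect of over 20% in size; some results filed as inactive show a strong effect at the top dose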
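20 mM phosphate pH 7.0 + 0.01% (detergent screen) or 0.0001% Triton X-100; 5.3 nM AmpC reagent; cpd preinc 15 min RT; nitrocefin (800 uM stock) to start; A480 q20 s × 4 min; Activity was normalised to no-enzyme and no-compound control wells.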
Cycloheximide cs: counter-screen for Shiga toxin inhibitors: cycloheximide protein synthesis inhibition; cell reporter, cycloheximide protein synthesis inhibition counterscreen; max response, %; 300,000 compounds, 12% hits; AID 2314; in the data active = max response mostly above about 13%, no sharp cut-off; inactive = mostly below about 14%; also: read at 38.3 µM for the half of the compounds with a filed dose; 0% is about no effect
HCMV inh: inhibitors of human cytomegalovirus; HFF cells, HCMV-luciferase reporter, 72 h; hits give low values; activity change, negative = inhibition, % at 57.5 µM; 410,000 compounds, 4.5% hits; AID 1259415; in the data active = activity change below about -60%; inconclusive = no clear call, values can overlap the other calls; inactive = above about -39%; also: % is scaled to controls: 0 for no effect and ±100 for the full control effect
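Inhibition of viral replication was scored as loss of reporter luminescence in HFFs infected with HCMV-luciferase (MOI 1 PFU/cell) for 72 h; compounds tested at 2 doses, normalized to buffer and Salinomycin controls.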
* hit, by the source's call; u = inconclusive; x = no result given; & = joins results of further samples; [ ] = another dose, or the depositor's remark. Unless noted, calls follow the shape of the dose curve; as a rule, active = well fitted curve in the direction sought with a large enough effect; inconclusive = small, poorly fitted or top-dose-only effect, or another doubt; inactive = no such curve, though single readings can be large; an effect the other way counts as inactive or inconclusive.

#	SMILES	Shiga toxin inh	AmpC detergent	AMA1-RON2 inh	FBPA Giardia inh	AmpC no deterg	Cycloheximide cs	HCMV inh
1	COC(=O)c1ccc(Cn2nnc3ccccc32)cc1	2	-4%	-4%	5%	-21%	-3	13
2	O=C(Cn1c(NCCO)nc2ccccc21)c1ccc(Cl)cc1	-16	-13%	6%	0%	8%	-2	18
3	COc1cccc(N(CC(=O)N2CCN(C)CC2)S(=O)(=O)c2ccc(C)cc2)c1	-7	-15%	7%	5%[12.9 µM]	44%	-2	-4
4	COc1ccc(NC(=O)N2CCOCC2)cc1	x	-6%	0%	3%	-6%	-1	22
5	Cc1nc(NC(=O)c2csc3ccccc23)sc1C	123*	u	-4%	-11%	-27%	39*	51
6	COc1ccc(-c2nnc(SCc3csc(N)n3)n2C)cc1	-17	u	11%	0%	-6%	-4	-7
7	COc1ccc(NC(=O)CCN2CCN(S(=O)(=O)c3ccc(C(C)C)cc3)CC2)cc1	-8	0%	15%	0%	69%[activator]	-4	-15
8	Cc1nc2c(c(=O)[nH]1)C(c1ccccc1Cl)c1c(c3ccccc3oc1=O)O2 (stereo unspecified)	12	-5%	-3%	3%	-20%	1	x
9	CNS(=O)(=O)c1cc(N)ccc1C	-8	4%	6%	0%	-3%	-2	100
10	CN(C)S(=O)(=O)NC(=O)C1=C(N2CCCC2)COC1=O	x	x	13%	x	-21%	x	u
11	C[C@]12CCC3C(CC[C@H]4C[C@@H](O)CC[C@]34C)C1C[C@@H](N)[C@@H]2O (stereo partly specified)	x	x	-5%	x	-29%	x	-11
12	CCCN(CC(=O)Nc1ccccc1C)C(=O)CCCNC(=O)c1ccc(Cl)cc1	x	-11%	-3%	x	73%[activator]	x	-23
13	O=C(NCCC1=CCCCC1)C(=O)NCc1ccccc1Cl	-4	u	-11%	3%	-8%	2	21
14	O=C(NCCc1ccc(Cl)cc1)C1CCCN1C(=O)Nc1ccc(F)cc1 (stereo unspecified)	-3	u	5%	6%	-11%	-1	-6
15	Clc1ccccc1Cn1nc(-c2ccccc2)nc1-c1ccccc1	13	-2%	20%	2%	-9%	18*	-33
16	CC(C)Oc1ccc(/C=N/NC(=O)c2nnn(-c3nonc3N)c2CN(C)C2CCCCC2)cc1	-5	-3%	12%	2%	-5%	-1	8
17	O=C(COc1ncnc2ccccc12)NC1CCCC1	x	x	3%	x	-12%	x	-3
18	CC(=O)Oc1ccc(N2C(=O)C3C(C2=O)C2(C)C=CC3(C)O2)cc1 (stereo unspecified)	26	u	x	-5%	-16%	19	x
19	CC(C)(C)C(=O)NC1=NN(c2c(Cl)cc(Cl)cc2Cl)C(=O)C1	-4	2%	39%[activator]	6%	19%	1	8
20	COc1cc(/C=N/Nc2nncc3ccccc23)cc(OC)c1OC	87*	-4%	7%	4%	15%	39*	16

New compounds follow:
#	SMILES	Shiga toxin inh	AmpC detergent	AMA1-RON2 inh	FBPA Giardia inh	AmpC no deterg	Cycloheximide cs	HCMV inh
21	COc1ccc(NC(=O)C2CC(=O)N(C(C)C)C2)cc1 (stereo unspecified)	-22	u	2%	0%	-14%	-7	-18
22	CCOc1ccccc1N1CCN(S(=O)(=O)c2ccc(Cl)s2)CC1	35*	-5%	5%	-3%	-20%	17*	27
23	CCCCOCC1CN(c2ccccc2)C(=O)CS1 (stereo unspecified)	-11	-14%	13%	0%	-17%	-2	-24
24	Clc1cccc(N/N=C(\Cc2nc3ccccc3[nH]2)c2ccccc2)c1	54*	-1%	44%[activator]	-10%	-24%	21*	9
25	COc1ccc(Cc2nc3ccc(C(=O)N(C)CC4COCCO4)cc3o2)cc1 (stereo unspecified)	72*	-7%	11%	-2%	49%	39*	100
26	O=C(COc1ccc2ccccc2c1)NCC(=O)N/N=C/c1ccco1	7	-1%	6%	u	-14%	3	21
27	CCCCCCCNC(=O)C1CC(=O)N(C)C(=Nc2ccc(OC)cc2)S1 (stereo unspecified)	-2	-3%	-8%[2.32 µM]	0%	80%[activator]	7	-26
28	COc1ccc(NC(=O)C2CCCO2)c(OC)c1 (stereo unspecified)	19	-7%	5%	10%	-4%	1	-31
29	CCCCN(C)CCNC(=O)c1ccc2c(c1)NC(=O)C(N1CCCCC1)S2 (stereo unspecified)	-7	-5%	1%	3%	9%	-6	-16
30	C#CC[N+](CC)(CC)CC#Cc1ccccc1	-3	5%	5%	1%	11%	8	20
31	COc1ccc(CCNC(=O)CN2C(=O)C3(OCCCO3)c3ccccc32)cc1OC	10	-6%	14%	1%	-6%	-1	22
32	Cc1cc(N2CCN(C(c3ccccc3)c3ccc(Cl)cc3)CC2)n2ncnc2n1 (stereo unspecified)	-14	-8%	-6%	-2%	215%[activator]	-3	u
33	COC(=O)c1cc2c(N)c(C(=O)c3ccccc3)sc2nc1C(OC)OC	37	1%	40%[activator]	-2%	28%	24*	20
34	O=C(CSc1nnc(-c2ccc(Br)cc2)o1)N1CCN(C(=O)c2ccco2)CC1	14	u	-24%	-5%	14%	-2	-25
35	COc1cc2c(cc1OC)CN(Cc1cc(OC)c(O)c(OC)c1)CC2	2	-14%	-11%	-19%	-15%	-4	26
36	O=C(Nc1nc(-c2ccc(F)cc2)cs1)c1cccnc1	15	0%	-15%	-1%	-39%	13	-24
37	COc1ccc(CNC(=O)C2CCN(C(=O)c3csc(Nc4ccc(C)cc4)n3)CC2)cc1	16	0%	-8%	0%	46%	9	-7
38	O=S(=O)(NCCSc1ccccn1)c1ccc(Cl)cc1	-13	-20%	8%	-14%	-9%	-5	21
39	CCOC(=O)c1ccc(NC(=O)c2ccc(CO)c(C(=O)NC3CCN(C(=O)OCC)CC3)c2)cc1	0	5%	6%	6%	5%	-2	-9
40	CCOC(=O)CSc1nc2ccccc2c(=O)n1-c1ccc(C)cn1	31	-5%	-2%	-12%	84%[activator]	-3	58

Additional structures:
#	SMILES	Shiga toxin inh	AmpC detergent	AMA1-RON2 inh	FBPA Giardia inh	AmpC no deterg	Cycloheximide cs	HCMV inh
41	Cc1ccc(CNC(=O)c2cc3c(C)nc4ccccc4c3o2)cc1	13	u	4%	0%	u	-1	-70*
42	COC(=O)C(NC(=O)CCC(=O)N[C@@H](C(=O)OC)c1ccccc1)c1ccccc1 (stereo partly specified)	-1	u	8%	9%	50%	5	40
43	CCn1c(=O)n(CC)c2cc(N3CCCC3)c(NC(=O)c3cc(Cl)ccc3OC)cc21	-4	-12%	-6%	-1%	-1%	-2	-20
44	COc1cccc(C2CC(C(F)(F)F)n3ncc(C(=O)Nc4c(C)n(C)n(-c5ccccc5)c4=O)c3N2)c1 (stereo unspecified)	-8	2%	16%	11%	84%[activator]	-2	93
45	COCCn1c(SC(C(=O)Nc2cc(C)ccc2OC)c2ccccc2)nnc1-c1ccc(Cl)cc1 (stereo unspecified)	-7	-1%	-2%	5%	-7%	-2	-9
46	COC(=O)c1cccc(NC(=O)CCSc2ccc(Cl)cc2)c1C	-17	0%	-3%	3%	-22%	-3	u
47	CCOc1ccc(C(=O)Nc2cccc(-c3ccc4nncn4n3)c2)cc1	35	0%	-17%	6%	-6%	0	u
48	Cc1ccc(C(=O)Nc2nccs2)s1	92*	u	15%	2%	-16%	59*	49
49	Cc1cc(N/N=C/c2ccccc2F)c2ccccc2n1	27	-14%	-10%	3%	-9%	-2	-17
50	CCc1noc(C)c1C(=O)Nc1cc(S(=O)(=O)N2CCOCC2)ccc1OCC(F)(F)F	x	-3%	-11%	x	-14%	x	-14
51	COCc1nnc(NC(=O)c2cc(C(=O)OC)cc([N+](=O)[O-])c2)s1	-9	-2%	1%[2.32 µM]	4%	-20%	-7	-8
52	CC(Cn1cncn1)NC(=O)c1cc(COc2cccc(C(F)(F)F)c2)on1 (stereo unspecified)	23	3%	6%	x	39%	18	1
53	O=c1oc2c(CN3CCOCC3)c(O)ccc2c2c1CCC2	-9	u	-3%	1%	-5%	-3	27
54	COc1ccccc1N1CCN(CCC(=O)Nc2cccc(F)c2)CC1	x	2%	-1%	x	x	x	3&8

4 entries from above, arranged by molecular weight, rising:
#	SMILES	Shiga toxin inh	AmpC detergent	AMA1-RON2 inh	FBPA Giardia inh	AmpC no deterg	Cycloheximide cs	HCMV inh
49	Cc1cc(N/N=C/c2ccccc2F)c2ccccc2n1	27	-14%	-10%	3%	-9%	-2	-17
47	CCOc1ccc(C(=O)Nc2cccc(-c3ccc4nncn4n3)c2)cc1	35	0%	-17%	6%	-6%	0	u
52	CC(Cn1cncn1)NC(=O)c1cc(COc2cccc(C(F)(F)F)c2)on1 (stereo unspecified)	23	3%	6%	x	39%	18	1
45	COCCn1c(SC(C(=O)Nc2cc(C)ccc2OC)c2ccccc2)nnc1-c1ccc(Cl)cc1 (stereo unspecified)	-7	-1%	-2%	5%	-7%	-2	-9

Complete entries, looked up by structure.
Listed for O=c1oc2c(CN3CCOCC3)c(O)ccc2c2c1CCC2 : Shiga toxin inh: -9; AmpC detergent: u; AMA1-RON2 inh: -3%; FBPA Giardia inh: 1%; AmpC no deterg: -5%; Cycloheximide cs: -3; HCMV inh: 27
Listed for Cc1ccc(CNC(=O)c2cc3c(C)nc4ccccc4c3o2)cc1 : Shiga toxin inh: 13; AmpC detergent: u; AMA1-RON2 inh: 4%; FBPA Giardia inh: 0%; AmpC no deterg: u; Cycloheximide cs: -1; HCMV inh: -70*

Grouped by structure, the compounds so far containing a CF3 group
#	SMILES	Shiga toxin inh	AmpC detergent	AMA1-RON2 inh	FBPA Giardia inh	AmpC no deterg	Cycloheximide cs	HCMV inh
44	COc1cccc(C2CC(C(F)(F)F)n3ncc(C(=O)Nc4c(C)n(C)n(-c5ccccc5)c4=O)c3N2)c1 (stereo unspecified)	-8	2%	16%	11%	84%[activator]	-2	93
50	CCc1noc(C)c1C(=O)Nc1cc(S(=O)(=O)N2CCOCC2)ccc1OCC(F)(F)F	x	-3%	-11%	x	-14%	x	-14
52	CC(Cn1cncn1)NC(=O)c1cc(COc2cccc(C(F)(F)F)c2)on1 (stereo unspecified)	23	3%	6%	x	39%	18	1
